# D3 ag: D3 dopamine receptor (human) agonism. D3R DiscoveRx beta-arrestin cells, luminescence, 90 min. max activation, %. 0.58% of 410,000 active. AID 652048; in the data active = max activation above about 30%; note: 0% is about no effect; mostly tested at two doses, the higher about 12 µM
# Target sequence (P35462 whole entry, looked up): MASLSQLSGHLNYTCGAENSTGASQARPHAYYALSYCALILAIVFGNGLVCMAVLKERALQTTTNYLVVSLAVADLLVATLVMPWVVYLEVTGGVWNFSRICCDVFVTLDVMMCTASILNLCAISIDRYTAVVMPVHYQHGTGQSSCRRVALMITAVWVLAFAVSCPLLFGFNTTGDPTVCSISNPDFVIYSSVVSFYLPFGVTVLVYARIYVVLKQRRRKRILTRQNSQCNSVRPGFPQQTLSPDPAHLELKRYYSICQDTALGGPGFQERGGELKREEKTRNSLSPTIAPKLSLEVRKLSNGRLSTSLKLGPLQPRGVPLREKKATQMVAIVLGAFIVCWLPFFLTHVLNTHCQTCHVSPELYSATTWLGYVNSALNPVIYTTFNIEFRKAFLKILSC
#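 Cells at 1500/well, incubated overnight, then treated with pinned compounds (dopamine as control) for 90 min at 37 degrees C. DiscoveRx reagent added for 30 - 60 minutes at room temperature; luminescence read.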
# PI5P4Ka inh: inhibitors of human PI5P4K alpha | max response, % | PI5P4Kalpha enzyme, ADP-Glo luminescence, 60 min; hits give low values | AID 652105 | 1.2% of 330,000 active; active = max response of -50% or lower; inconclusive = between -30% and -50%; inactive = -30% or higher; note: value at the top dose of about 77 µM; % is set by controls: 0 for no effect and ±100 for the full control effect
# Target sequence (P48426 whole entry, looked up): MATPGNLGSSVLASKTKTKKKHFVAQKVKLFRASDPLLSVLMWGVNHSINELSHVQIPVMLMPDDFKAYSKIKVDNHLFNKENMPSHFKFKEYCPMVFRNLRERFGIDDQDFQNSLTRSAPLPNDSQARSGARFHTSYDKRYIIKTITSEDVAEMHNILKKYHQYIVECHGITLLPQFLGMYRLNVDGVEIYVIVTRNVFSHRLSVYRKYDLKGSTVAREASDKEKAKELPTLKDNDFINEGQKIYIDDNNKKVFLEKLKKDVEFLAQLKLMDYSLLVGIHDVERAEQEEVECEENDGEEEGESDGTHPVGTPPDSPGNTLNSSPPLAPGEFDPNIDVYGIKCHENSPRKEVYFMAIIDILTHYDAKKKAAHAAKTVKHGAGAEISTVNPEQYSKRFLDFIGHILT
#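 PI5P4Kalpha ADP-Glo assay; 5 microM ATP final; 60 min RT reaction; HEPES pH 7.4/EGTA/CHAPS, 5% DMSO; controls lacking substrate or enzyme; luminescent end-point.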
# GLP1R ag: GLP-1 receptor (human) agonism; P43220; HEK293 GLP-1R CRE-luciferase, luminescence, 4-6 h; cells express a hypersensitive GLP-1R form; Potency, µM (doses to about 45.6 µM), for inactives: at the highest dose activation, hits mostly activators; 0.007% of 380,000 active; AID 624172; note: potency is the fitted concentration of half-maximal effect; % of control where 0% means no effect
# PLK1 PBD block: blocks phosphopeptide binding to human PLK1 polo-box domain | Plk1 PBD binding of FITC phosphopeptide, fluorescence polarization | Potency, µM, inactives show max response, negative = inhibition, actives largely listed as inhibitors | 2.8% of 360,000 active; note: potency is the fitted concentration of half-maximal effect; series mostly up to about 57 µM; % is set by controls: 0 for no effect and ±100 for the full control effect; nearly all actives have a fitted effect of over 65% in size
# DRD3 antagonist: antagonists of human D3 dopamine receptor. P35462. D3R cells, DiscoveRx beta-arrestin luminescence, antagonist mode; hits give low values. max response, negative = inhibition, %. 2.5% of 360,000 active. AID 652054; in the data active = max response below about -50%; inconclusive = no clear call, values can overlap the other calls; note: % is set by controls: 0 for no effect and ±100 for the full control effect; mostly tested at two doses, the higher about 12 µM
#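 Cells plated overnight at 1500 cells/well, then exposed to library compounds with dopamine controls for 90 minutes at 37 degrees C. DiscoveRx reagent added for 30–60 minutes at room temperature; luminescence read, quantitative HTS format.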
# HEK293 tox: cytotoxicity counter-screen for GLP-1 receptor inverse agonists; HEK293 cAMP-luciferase reporter cells, luminescence, 24 h; Potency, µM (series often up to 38.3 µM), inactives show at the top dose activity change, negative = inhibition, most hits filed as inhibitors; 0.13% of 410,000 active; AID 624418;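 note: loss of luciferase light is scored as toxicity; potency is the fitted concentration of half-maximal effect; % is set by controls: 0 for no effect and ±100 for the full control effect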
#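 To flag toxic compounds, the library was rerun on cells for 24 hr at 37 deg C and 5% CO2. Viability-linked luminescence was captured 12 min after adding luciferase detection reagent.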
# GLP-1R inv ag: inverse agonists of human GLP-1 receptor; P43220; HEK293 GLP-1R CRE-luciferase, luminescence, 24 h; GLP-1R form is constitutively active; Potency, µM (series often up to 38.3 µM), for inactives: at the top dose activity change, negative = inhibition, actives largely listed as inhibitors; 1.6% of 410,000 active; AID 624417; note: potency is the fitted concentration of half-maximal effect; % is set by controls: 0 for no effect and ±100 for the full control effect; nearly all actives have a fitted effect of over 55% in size
#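 GLP-1R inverse agonism mode: basal reporter luminescence in engineered HEK293 cells measured after one day of compound exposure at 37 deg C, with a 12 min room-temperature detection step.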
# IL-2 act: IL-2 activation. activation, % (series mostly up to about 46 µM). 0.065% of 360,000 active. IL-2 activation reporter assay, cell-based qHTS; stimulated with anti-CD3/CD4/CD28 beads; in transgenic mouse T cells; in the data active = activation above about 50%; inconclusive = mostly about 30% to 49%; note: 0% is about no effect
#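 Screening format: compound pinned onto unstimulated transgenic mouse T cells, 60 min incubation, then anti-CD3/anti-CD4/anti-CD28 bead stimulation for 18 hours at 37 degrees C, followed by EGFP and DsRed detection.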
# WRN inhibitor: WRN helicase (human) inhibition | WRN helicase unwinding, fluorescent forked duplex, kinetic | Potency, µM (top dose mostly 114 µM), for inactives: at the top dose activity change, negative = inhibition, most hits filed as inhibitors | 0.46% of 360,000 active | AID 651768; note: potency is the fitted concentration of half-maximal effect; % is set by controls: 0 for no effect and ±100 for the full control effect; nearly all actives have a fitted effect of over 55% in size
#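 Fluorescence dequenching readout, ex 525 nm/em 598 nm, kinetic mode: forked duplex DNA (100 nM final) with adjacent fluorophore and quencher unwound by WRN (20 nM final) with 2 mM ATP. Compound preincubation 15 min, room temperature.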
# * marks the source's active call; other numbers are inactive results; ? = inconclusive; nt = no result given; [ ] = remark or other dose. Unless noted, calls come from the whole dose curve; as a rule, active = well fitted curve in the direction sought with a large enough effect; inconclusive = small, poorly fitted or top-dose-only effect, or another doubt; inactive = no such curve, though single readings can be large; an effect the other way counts as inactive or inconclusive.
SMILES,D3 ag,PI5P4Ka inh,GLP1R ag,PLK1 PBD block,DRD3 antagonist,HEK293 tox,GLP-1R inv ag,IL-2 act,WRN inhibitor
O=C(Cn1nc(C(=O)O)c2ccccc2c1=O)Nc1cc(S(=O)(=O)N2CCCCC2)ccc1Cl,17,2,3%,-14%,-3,4%,3%,0.9,2%
Cc1c(Cl)cccc1NC(=S)N(Cc1ccco1)C(C)c1ccccn1 (stereo unspecified),-3,-6,10%,-9%,-7,3%,?,-0.5,-4%
COc1ccc(CCN2CC(C(=O)N(C)Cc3c(C)n[nH]c3C)CCC2=O)cc1 (stereo unspecified),-8,1,-5%,0%,24,-10%,1%,-1.3,6%
COc1ccc(-c2nc(CN3CCC(C(=O)NC4CCN(Cc5ccccc5)CC4)CC3)c(C)o2)cc1OC,-9,-1,-5%,-8%,3,-32%,?,-3.8,-2%
COc1ccc2c3n(nc2c1)CCN=C3c1ccc(C)cc1,-3,3,12%,-3%,?,-1%,-11%,-2.7,-2%
Cn1c(=O)[nH]c(=O)c2c1nc(CN1CCN(c3ccccc3F)CC1)n2CCCc1ccccc1,16,nt,5%,0%,16,2%,50%[activator],2.1,-5%
COC(=O)C1=CN(Cc2ccc(F)cc2)C=C(C(=O)OC)C1c1ccc(O)c(OC)c1,13,3,7%,3%,21,-6%,1%,0.2,2%
O=C1NC2(CCCCCC2)C(=O)N1Cc1ccccc1F,-2,2,1%,-3%,0,-3%,-29%,-3.1,4%
O=C(CSCC(=O)Nc1cccc([N+](=O)[O-])c1)Nc1ccccc1,-1,-4,1%,-2%,10,-9%,-29%,1.3,-16%
Cc1ccc(CCNC(=O)c2ccc(CNS(=O)(=O)c3ccccc3)cc2)cc1,-4,nt,1%,nt,nt,-9%,-10%,nt,nt
CCCCNC(=O)C1CC(=O)N(CCC(C)C)C1 (stereo unspecified),7,12,-11%,3%,14,-13%,-9%,0.7,3%
Cc1cnc(C(=O)OCC(=O)Nc2cccc(Cl)c2)cn1,-5,nt,-7%,-6%,7,-18%,5%,-1.1,1%
CC(C)C(=O)OC/C(O)=C(\C#N)c1nc2ccccc2[nH]1,4,-21,1%,-3%,9,?,?,-0.2,-1%
O=S(=O)(/N=C(\c1ccc(Cl)cc1)N1CCOCC1)c1ccccc1,11,4,2%,-8%,13,-1%,4%,-1.9,-14%
N=c1oc2ccccc2cc1C(=O)Nc1cccc(F)c1,-5,5,-5%,2%,1,-8%,0%,-0.3,-1%[57.1 µM]
CCOc1ccc(C(=O)Nc2ccc3[nH]ncc3c2)cc1,1,565,-5%,1%,2,0%,-29%,0.4,13%
CCNc1ccc(S(=O)(=O)N2CCCCC2)cn1,0,-6,2%,1%,-1,3%,-5%,1.5,1%
CCc1ccccc1NC(=O)Nc1ccc2snnc2c1,0,nt,-7%,nt,nt,-4%,?,nt,nt
Cc1ccsc1/C=N/n1c(=S)[nH]nc(C)c1=O,0,-23,-1%,-9%,-21,-7%,22%,-0.3,6%
Clc1ccc(Cn2cc(/C=N/n3cnnc3)c3ccccc32)c(Cl)c1,0,3,-2%,0%,3,?,?,0.0,-9%
COCc1cccc(NC(=O)CCc2ccccc2)c1,16,0,14%,-7%,6,-5%,5%,1.9,4%
O=C(c1cccnc1)N1CCC(Oc2ccc(C(=O)N3CCCC(O)C3)cc2)CC1 (stereo unspecified),-9,4,3%,-8%,-28,5%,9%,-0.6,1%
COc1ccc(NC(=O)C2C3CCC4C(CCC32)C4(Cl)Cl)cc1 (stereo unspecified),-10,6,-7%,-6%,-5,-22%,-26%,-0.1,4%
COc1ccc(-c2nc(N=Nc3ccc(O)cc3)n[nH]2)cc1,-13,-14,0%,8%,?,?,9%,3.6,-26%
Cc1nc(C)c(-c2csc(Nc3ccc(S(N)(=O)=O)cc3)n2)s1,2,4,7%,-7%,0,-7%,117%[activator],-0.1,-8%
CCN1C(=O)[C@H]2[C@@H](c3ccc(-c4ccc(Cl)c(Cl)c4)c(OC)c3)N[C@@](C)(C(=O)OC)[C@H]2C1=O,-10,-60*,3%,-15%,-12,?,?,-5.8,8%
Cc1ccc2cccc(NC(=O)c3ccc(-c4cccc(Cl)c4Cl)o3)c2n1,-5,nt,5%,nt,nt,11%,-15%,nt,nt
CSc1ccc(CNc2ccc(C)cc2)cc1,1,nt,-6%,-10%,-17,20%,11%,-1.2,-7%
Cc1nccn1CC(=O)N/N=C/c1cccc(O)c1,-1,-3,2%,-10%,-8,2%,-3%,-2.9,5%
COc1ccccc1N1CCN(CC(=O)c2c(C)[nH]c3cc(C)ccc23)CC1,-15,1,2%,-5%,-26,-28%,-28%,-1.2,4%
CN(C)C(=O)COc1ccc2c(-c3ccccc3)cc(=O)oc2c1,-4,3,-2%,-7%,10,3%,21%,-0.3,1%
Nn1cnn(Cc2ccccc2)c1=S,-1,-6,1%,24µM*,-22,9%,13%,-2.6,1%
C=CC[C@@H](CC(=O)N(CCO)Cc1ccccc1)C(=O)NC[C@H](OC(=O)[C@@H](CC=C)Cc1ccc(F)cc1)c1ccccc1,4,3,-25%,6%,29,-52%,14%,-4.5,-13%
Cc1cc(C(=O)Nc2ccccc2)c2ccccc2n1,6,2,1%,4%,2,2%,-2%,0.4,-2%
COc1cc(OC)cc(C(=O)N[C@H](C(=O)Nc2ccccc2N2CCOCC2)C(C)C)c1,-6,0,9%,-5%,2,-21%,-3%,-1.6,0%
CCOc1ccc(C(=O)Nc2cccc(C(=O)O)c2)cc1Cl,-14,-16,-5%,-6%,?,-8%,?,1.3,-18%
CCN(CC)S(=O)(=O)c1ccc(/C=C/C(=O)Nc2ccc(Br)cc2F)cc1,1,-7,3%,0%,1,-6%,?,0.2,-7%
CCCC(=O)NC(c1ccc(OC)c(OC)c1)c1c(O)ccc2ccccc12 (stereo unspecified),0,nt,3%,-4%,7,-12%,-3%,-0.3,1%
Cc1cc(NC(=O)CCC(=O)N(c2cccc(F)c2)C(C(=O)NC2CCCC2)c2ccccc2)no1 (stereo unspecified),-3,6,9%,-14%,-10,9%,3%,-1.8,3%
CC(C)(C)c1ccc(/C=C(\C#N)C(=O)NC2CC2)cc1,-4,0,7%,-9%,0,4%,?,-2.5,-4%
O=C(O)C(C(=O)/C=C/c1ccco1)=C1SCCS1,4,-62*,7%,?,7,?,22%,0.5,?
Cc1cc(C)c(C)c(S(=O)(=O)Nc2cccnc2)c1C,-13,-8,5%,-10%,-14,10%,12%,-4.1,-3%
CC(=O)NS(=O)(=O)c1ccc2c(c1)Cc1cc(S(=O)(=O)NC(C)=O)ccc1-2,0,1,-5%,-5%,8,6%,24%,3.4,2%
O=C1COc2ccc(S(=O)(=O)N3CCCCCC3)cc2N1,4,2,0%,-8%,22,-22%,-3%,-0.7,-2%
Nc1c(C(=O)NCc2ccco2)nnn1-c1ccccc1,1,2,1%,-1%,8,-9%,-2%,-4.1,-2%
CC(C)Nc1nc(NCc2ccccc2)c2sccc2n1,12,?,-18%,-8%,5,-25%,?,-1.0,-9%
C1=CC2CC1CC2CNCc1ccco1 (stereo unspecified),0,3,6%,-6%,9,-11%,2%,0.1,-4%
CCCn1c(CN2CCN(C(=O)OCC)CC2)nc2cc(NC(=O)CC)ccc21,-14,-5,10%,5%,0,-7%,?,-4.3,-1%
Cc1ccc(NC(=O)N2CCCCCC2)cc1C,-5,0,8%,-1%,-5,-15%,-5%,1.4,-5%
CCOc1ccc(C2C(C(=O)c3ccc(C)o3)=C(O)C(=O)N2Cc2cccnc2)cc1 (stereo unspecified),-18,-3,0%,-20%,-3,-1%,1%,-2.9,4%
COc1cccc(/C=C2\SC(=S)N(CCCC(=O)N3CCCCC3CCO)C2=O)c1 (stereo unspecified),2,2,-3%,0%,10,-28%,?,1.2,-7%

# From PubChem
